MITF TRPM1 inh: inhibitors of MITF-dependent TRPM1 promoter reporter, primary screen, cell-based, SK-MEL-5, single point, luciferase; SK-MEL-5 TRPM1 promoter luciferase, 24 h; inhibition, % at 12.5 µM; 330,000 compounds, 0.83% hits; AID 488899, 2010;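 active = mean inhibition across replicates of 60% or more, whatever share of single replicates reaches that level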; also: values of inactives mirror those of a sister screen read the other way
KKLEB tox: cytotoxicity in KKLEB CF airway cells, primary screen, cytotoxicity control for CF NF-kB inhibitor project, cell-based, uHTS, fluorescence assay plates | 360,000 compounds, 0.36% hits | KKLEB CF airway cells viability, ATPlite luminescence, overnight; hits give low values; cells stimulated with P. aeruginosa culture filtrate | activity change (cytotoxicity), % at 5 µM | AID 602141, 2011;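 active = corrected activity change at or below -50% at 5 µM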
Peg3 promoter: Peg3 promoter-driven luciferase inhibitors, primary screen, cell-based, HeLa, luciferase luminescence. HeLa PEG-Prom luciferase reporter, overnight. inhibition, % at 20 µM. 360,000 compounds, 1.7% hits. AID 588405, 2011;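 active = inhibition of at least 50% at 20 µM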
HIF-2a inh: HIF-2a reporter inhibitors, primary screen, luminescence, 786-0 RCC cells | 786-0 RCC cells HIF-2a reporter, luciferase luminescence, overnight | AID 624352, 2012 | inhibition, % at 18.8 µM | 360,000 compounds, 0.72% hits;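 active = inhibition of the luminescence signal of 40% or more relative to plate controls, in a single-dose primary screen at 18.75 µM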
NR2E3 ag-1: NR2E3 agonists in two-hybrid cells, primary screen, cell-based, luminescence, CHO-S, Gal4-NCOR/VP16-NR2E3; 360,000 compounds, 0.35% hits; inhibition of corepressor binding, % at 3.98 µM; luciferase; AID 602229, 2012;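 active = inhibition above the mean of all tested compounds plus 3 SD, cut at about 70% in these data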;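 also: 0% = DMSO with NR2E3 transfected cells and 100% = cells lacking NR2E3 construct; higher means lower luciferase signal from less NR2E3 corepressor binding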
Target sequence (Q9Y5X4 whole entry, looked up, the tested form may be a part): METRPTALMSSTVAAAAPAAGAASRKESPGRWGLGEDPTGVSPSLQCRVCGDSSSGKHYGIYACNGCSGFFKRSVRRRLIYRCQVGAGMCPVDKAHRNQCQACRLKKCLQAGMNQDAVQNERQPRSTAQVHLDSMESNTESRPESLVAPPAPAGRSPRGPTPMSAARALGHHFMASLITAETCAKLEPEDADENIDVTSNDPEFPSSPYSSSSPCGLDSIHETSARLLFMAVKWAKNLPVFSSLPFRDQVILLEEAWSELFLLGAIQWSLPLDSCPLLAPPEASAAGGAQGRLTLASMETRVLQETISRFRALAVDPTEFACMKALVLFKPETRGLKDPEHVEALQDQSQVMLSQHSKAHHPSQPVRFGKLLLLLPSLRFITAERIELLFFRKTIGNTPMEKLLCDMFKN
iPSC survival up: enhancers of single-cell hiPSC survival, primary screen, ATPlite luminescence | 100% = ROCK inhibitor wells, 0% = DMSO | survival enhancement, % at 20 µM | 360,000 compounds, 0.044% hits | AID 602274, 2012; in the data active = survival enhancement above about 18%;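 also: cells exposed to compounds for 16 hours before the ATP read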
LMP1 NFkB inh: EBV LMP1-driven NF-kappaB luciferase reporter inhibitors, primary screen, cell-based, luminescence, single point; LMP1-induced NF-kappaB luciferase reporter cells; 350,000 compounds, 0.69% hits; inhibition, % at 12.5 µM; AID 504558, 2011; in the data active = inhibition above about 41%;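 also: 0% = neutral control wells and 100% = reference inhibitor control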
NR2E3 ag-2: inhibitors of NR2E3-RetCOR corepressor binding, primary screen, NR2E3 agonist project, biochemical, TR-FRET, GST-NR2E3, biotin-RetCOR; 1536-well; AID 2300, 2010; 320,000 compounds, 0.12% hits; inhibition of corepressor binding, % at 4.78 µM;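 active = percent inhibition above the cutoff of mean plus 3 SD of all tested compounds, set per screening campaign, cut at about 20% in these data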;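 also: 0% = DMSO wells and 100% = biotin wells as full block of FRET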
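system = GST-tagged NR2E3 plus biotinylated RetCOR corepressor | input = 1.35 nM GST-NR2E3 | also added = 7 nM biotin-RetCOR | schedule = 5 h incubation at 4 °C | measured by = TR-FRET with europium anti-GST and streptavidin-D2, 340 nm excitation | read-out = percent loss of FRET ratio relative to control wells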
Shn3 3UTR inh: reduction of Shn3 3'UTR firefly luciferase signal, primary screen, Schnurri-3 inhibitor project, cell-based, Clone20 osteoblasts, set 2. Clone20 osteoblast Shn3 3'UTR firefly luciferase, 24 h. inhibition, % at 12.5 µM. 360,000 compounds, 0.52% hits. AID 588674, 2011;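 active = mean inhibition of at least 75% with every replicate also reaching 75%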;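 also: 0% = median of neutral control wells and 100% = pilot-screen positive control compound; some compounds past the cut are filed as inactive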
TRAIL sens C8: viability loss with TRAIL in NB7+C8 cells, primary screen, TRAIL sensitizer project, cell-based, ATPlite luminescence; inhibition (viability loss, TRAIL sensitization), % at 10 µM; AID 624354, 2012; 360,000 compounds, 1% hits;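 active = compounds causing at least 50% loss of cell viability in the single-dose screen, relative to plate controls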
CF NFkB block: inhibitors of PAF-induced NF-kB signaling, primary screen, cell-based, GFP fluorescence, uHTS. KKLEB NF-kB-GFP reporter, GFP fluorescence overnight. inhibition, % at 5 µM. AID 588850, 2011. 360,000 compounds, 0.86% hits;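 active = at least 50% inhibition at 5 µM, scaled per plate between neutral and stimulator controls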;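 also: PAF is a Pseudomonas aeruginosa culture filtrate used as stimulus; plate controls were PAF-stimulated DMSO wells for no effect and unstimulated DMSO wells for full effect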
* hit, by the source's call; nt = not tested or not shown; & = joins results of further samples. A portion of the library; the hit share may differ from the screen's.

SMILES	MITF TRPM1 inh	KKLEB tox	Peg3 promoter	HIF-2a inh	NR2E3 ag-1	iPSC survival up	LMP1 NFkB inh	NR2E3 ag-2	Shn3 3UTR inh	TRAIL sens C8	CF NFkB block
CCO[C@@H]1OC(C(=O)N2CCOCC2)=C[C@H](c2ccccc2)[C@H]1CCCO	2.0	-3.2	-4.6	0.4	8.2	0.8	1.5	5.8	-9.2	-8.2	-8.0
COc1ccc(OC)c(C2CC(=O)C3=C(C2)NC(=O)CC3c2ccc(O)c(OC)c2)c1 (stereo not given)	-7.0	-6.0	9.3	13.8	-29.2	0.7	-2.3	-0.5	1.8	-21.1	-8.5
Cn1c(=O)c2c(nc(Oc3ccc4c(c3)OCO4)n2Cc2ccc(F)cc2)n(C)c1=O	2.0	-12.5	-3.8	24.6	-15.3	0.0	-1.9	-2.9	21.9	9.6	35.7
COc1cc(CN2CCC(C(=O)N3CCN(c4ccccc4F)CC3)CC2)ccc1O	5.0	6.4	6.5	23.9	17.1	4.6	-4.1	-4.0	15.8	6.7	6.1
COc1ccc(NC(=O)CN2C(=O)NC3(CCCC3)C2=O)c(OC)c1	-4.4	4.1	-6.5	-4.4	12.0	-0.3	-9.9	-2.4	4.4	8.6	9.9
COc1cc(C(=O)N(C)CCOc2ccccc2)ccc1OCC(=O)Nc1cccc(C(F)(F)F)c1	11.0	-3.0	19.5	-13.7	-9.6	0.2	17.2	-2.2	13.1	31.1	-12.6
Cc1cccc(N(Cc2ccccc2F)S(C)(=O)=O)c1	-1.1	8.8	12.8	16.8	-10.2	2.0	1.2	3.4	-13.6	-4.7	5.8
CN(C)C(=O)C1(c2ccccc2)CCN(S(=O)(=O)c2ccccc2)CC1	11.8	13.1	4.7	8.4	14.8	-2.2	-4.8	0.9	8.8	-10.4	-2.2
COc1ccccc1N1CCN(S(=O)(=O)c2ccc3c(c2)NC(=O)CS3)CC1	19.5	1.7	10.3	-0.7	9.0	-0.8	2.3	0.7	15.8	8.4	-13.2
COc1cc(C(=S)N2CCN(C(c3ccccc3)c3ccccc3)CC2)cc(OC)c1O	33.3	-7.8	11.4	16.4	-21.4	0.3	7.2	nt	13.5	2.6	12.2
COC(=O)/C(=C/c1ccccc1)NC(=O)c1ccco1	5.3	5.4	6.7	4.6	-7.3	-1.0	-1.5	2.9	11.0	6.2	0.6
CC(C)CCNC(=O)NC(=O)COc1ncnc2sccc12	13.7	-12.2	8.8	-10.6	25.4	-0.5	-1.2	3.3	1.7	-53.2	-21.5
CC1CCN(C(=O)c2ccc(SCc3ccccc3F)c([N+](=O)[O-])c2)CC1	-2.7	-19.6	15.0	-2.2	-20.7	-0.5	2.8	0.0	-11.3	12.8	9.6
O=C(NCCOc1ccccc1Cl)C(=O)c1c[nH]c2ccccc12	7.3	-2.6	-39.7	-101.3	-53.7	1.4	-21.2	-1.6	-3.4	-1.5	-2.0
COc1cc(OC)cc(C(=O)Nc2c(C)nn(-c3ccccc3)c2C)c1	8.7	18.6	20.5	16.0	-5.0	1.2	1.4	0.5	-7.3	16.5	-35.5
O=C(COC(=O)c1cccc(Br)c1)Nc1cccc(S(=O)(=O)N2CCCCC2)c1	nt	0.4	19.2	11.4	-16.2	-2.3	0.6	nt	-3.7	-4.6	-4.2
NC(=O)c1cc(C(=O)Cc2ccccc2)c[nH]1	-12.3	-8.5	-18.1	-11.7	-27.1	-0.4	-9.3	0.8	20.7	14.9	-13.2
CCOC(=O)C1CCCN(C(=O)c2sc(-c3ccccc3)nc2C)CC1 (stereo not given)	nt	-5.0	14.9	10.2	-34.6	-2.8	nt	nt	-4.2	-17.8	9.1
Cc1cc(C)n2cc(CSc3ccc(Br)cc3)nc2n1	-11.0	-3.3	-99.0	-113.8	-23.4	-0.4	-10.9	-2.8	-32.8	13.4	-15.9
Cc1cccc(OCc2n[nH]c(=S)n2Cc2ccccc2)c1	6.6	11.9	15.3	3.0	11.2	0.9	-2.9	3.1	-23.8	-3.1	-8.3
Cc1ccc(S(=O)(=O)N2CCc3cc4c(cc3C2C)OCCCO4)cc1 (stereo not given)	14.1	2.4	21.2	4.8	7.3	0.4	-16.9	-1.0	11.8	12.6	6.0
CC1(C(=O)NS(=O)(=O)c2cccc(OC(F)F)c2)CCN1C(=O)COc1ccc(Cl)cc1 (stereo not given)	nt	1.1	-1.9	6.2	1.8	-1.3	nt	nt	-27.7	-1.9	0.0
COc1ccc(NC(=O)CSc2nnnn2-c2ccc(F)cc2)cc1	-2.2	-1.3	3.6	4.5	-23.4	-0.7	1.3	-4.8	-10.1	-20.8	8.5
Cn1c(=O)c2c(n(Cc3ccccc3)c1=O)NC(=O)C2CC(=O)O (stereo not given)	-2.2	-2.8	15.0	15.5	1.9	-1.3	0.1	-0.5	-7.1	1.5	-6.8
CCOC(=O)C1(CCc2ccccc2)CCN(Cc2nccn2CC)CC1	18.5	0.2	12.7	10.7	6.1	1.9	1.7	2.5	-17.6	6.6	1.0
CCCCNC(=O)NS(=O)(=O)c1ccc(C(=O)OC)o1	11.6	-5.6	-11.2	16.4	5.3	4.1	-4.8	-1.2	-13.3	-15.1	15.1
CN(C)S(=O)(=O)Nc1ccc2c(c1)Cc1ccccc1-2	-22.2	-0.6	-126.0	-252.8	-66.2	-0.1	-39.9	3.4	-6.9	-18.5	-8.6
COC(=O)C1=CN(c2cccc(C)c2)C=C(C(=O)OC)C1c1cc(OC)c(O)c([N+](=O)[O-])c1	5.8	4.9	20.6	21.3	-26.5	-1.9	6.9	1.5	-18.8	6.3	12.3
COc1ccc(NC(=O)CN2C(=O)NC(C)(C3CC3)C2=O)c(OC)c1 (stereo not given)	11.8	4.0	-0.4	-1.0	1.2	-2.3	-6.8	4.2	-3.6	-18.5	8.3
COc1ccc(NC2=Nc3ccccc3CC2)cc1	-86.8	-3.6	-199.5	-153.6	-56.2	0.4	-19.4	2.0	-59.9	-5.1	-11.9
CCn1c(SCC(=O)Nc2cccc(C)c2)nc2ccccc2c1=O	8.8	-6.1	17.3	10.3	-2.0	1.3	-11.6	1.8	47.1	2.2	8.4
O=C(C1CCN(S(=O)(=O)c2cccc3cccnc23)CC1)N1CCN(Cc2ccccc2)CC1	-0.4	-1.8	8.6	9.0	2.4	-1.2	5.7	0.7	-6.5	-1.0	6.7
Cc1ccc(N(C)S(=O)(=O)c2c(C)noc2/C=C/N(C)C)cc1	0.2	2.5	23.8	10.4	16.6	-0.2	-4.2	-0.7	-1.2	-8.2	11.2
COC(=O)C(CC(C)C)NC(=O)c1ccc(F)cc1 (stereo not given)	4.6	1.4	13.2	0.8	4.2	-2.4	6.6	3.9	-4.8	1.7	8.1
COc1cc(/C=N/NC2=NS(=O)(=O)c3ccccc32)ccc1OC(C)=O	6.1	5.1	-1.3	12.9	4.0	1.3	-2.5	-2.5	-22.5	-22.3	-7.5
CCCCC1NC(C(=O)O)CS1 (stereo not given)	-2.2	1.6	-2.1	5.1	-18.9	-1.2	-7.6	1.4	1.2	-4.4	-5.9

Single records, as listed above. Values in the order: MITF TRPM1 inh | KKLEB tox | Peg3 promoter | HIF-2a inh | NR2E3 ag-1 | iPSC survival up | LMP1 NFkB inh | NR2E3 ag-2 | Shn3 3UTR inh | TRAIL sens C8 | CF NFkB block
Entry for COc1ccc(NC2=Nc3ccccc3CC2)cc1 → -86.8 | -3.6 | -199.5 | -153.6 | -56.2 | 0.4 | -19.4 | 2.0 | -59.9 | -5.1 | -11.9
Entry for CC1CCN(C(=O)c2ccc(SCc3ccccc3F)c([N+](=O)[O-])c2)CC1 → -2.7 | -19.6 | 15.0 | -2.2 | -20.7 | -0.5 | 2.8 | 0.0 | -11.3 | 12.8 | 9.6

New compounds follow.
SMILES	MITF TRPM1 inh	KKLEB tox	Peg3 promoter	HIF-2a inh	NR2E3 ag-1	iPSC survival up	LMP1 NFkB inh	NR2E3 ag-2	Shn3 3UTR inh	TRAIL sens C8	CF NFkB block
CC1=CC2=NC(=O)/C(=C\c3cc(C)n(-c4cccc(Cl)c4)c3C)C(=N)N2O1	-0.5	-22.3	28.1	2.1	30.0	-0.5	6.4	-3.4	13.6	-1.6	27.3
CC(OC(=O)CCCNC(=O)c1ccc(Cl)cc1)C(=O)N(C)Cc1ccccc1 (stereo not given)	2.9	8.1	15.2	8.7	36.8	-0.3	0.2	-1.3	6.2	-6.4	-25.9
COC(=O)[C@H]1C[C@@]2(O)CN(S(=O)(=O)c3ccc(C)cc3)C[C@@]2(OC(=O)Nc2c(C)noc2C)C[C@H]1C(=O)OC	nt	1.8	-8.9	5.3	-26.7	4.5	-0.9	nt	4.4	-2.1	-3.8
CC1CCCCC1NC(=O)c1ccc(S(=O)(=O)N2CCCC2)cc1 (stereo not given)	1.2	7.7	3.3	13.5	13.9	-1.5	-1.5	1.1	5.0	-21.5	-10.6
CCOC(=O)c1cc2c(=O)n3cccc(C)c3nc2n(Cc2ccco2)c1=NC(=O)c1ccccc1	14.1&4.3	15.1&8.7	-23.4&4.8	-17.2&11.4	3.0&-26.0	0.2&-0.9	36.2&17.1	-2.0	7.7&-2.6	-6.4&-6.6	-124.2&-69.0
O=C(NC1(C(F)(F)F)NC(=O)N(c2ccccc2)C1=O)c1cccs1 (stereo not given)	2.1	1.6	18.4	7.5	18.1	-0.3	2.9	-2.5	7.2	-2.7	10.3
CC(=O)N1CCc2c(sc(NC(=O)C3CCCN3S(=O)(=O)c3cccs3)c2C(N)=O)C1 (stereo not given)	-6.3	3.9	-3.4	18.8	-31.6	-0.1	0.7	-0.6	16.7	-5.2	-13.3
Cc1ccc(Nc2c([N+](=O)[O-])cc(C(=O)N3CC(=O)Nc4ccccc43)cc2[N+](=O)[O-])c(C)c1	3.0	-4.2	-27.4	-3.0	0.9	-0.8	-7.7	-0.4	30.9	13.0	7.3
CC(Sc1ncccn1)C(=O)NC1(C#N)CCCCC1 (stereo not given)	4.5	5.9	8.0	7.7	-12.2	0.5	0.4	1.3	9.4	-9.9	-6.0
CN(C)/C=C1\Cc2ccccc2C1=O	14.5	7.6	-0.8	-28.7	-45.9	0.9	-0.2	1.3	0.0	-14.6	-6.9
O=C(NCC(=O)N1CCN(Cc2ccccc2)CC1)c1ccc(Br)o1	-16.1	16.9	-10.5	-5.0	-24.6	-0.4	6.3	-1.5	-24.2	-8.8	9.9
COc1ccc(Cl)cc1-c1n[nH]c(=S)n1C	-0.2	-0.7	3.5	9.4	-20.9	-4.1	3.9	-2.9	2.6	1.2	-3.0
Cc1ccc(SC[C@H](Cc2ccccc2)N2CCN(CC(C)C)CCC2=O)cc1	-21.8	-14.1	-34.2	-51.6	-6.9	-0.7	4.4	nt	6.5	31.5	15.1
